SENP8 block-1: SENP8 protease inhibition. Q96LD8. purified SENP8, Z-RLRGG-aminoluciferin cleavage, luminescence. inhibition, % at 10 µM. hit rate 1.2% among 330,000. AID 2540; in the data active = inhibition above about 50%
SENP8 block-2: inhibitors of human SENP8 protease. Q96LD8. recombinant SENP8, Nedd8 substrate fluorescence. inhibition, % at 20 µM. hit rate 0.64% among 360,000. AID 602440; in the data active = inhibition mostly above about 40%, no sharp cut-off; inactive = mostly below about 27%
SENP1 inh: SENP1 (human) catalytic domain inhibition. Q9P0U3. recombinant SENP1 catalytic domain, CyPet-SUMO1-YPet FRET cleavage. inhibition, % at 10 µM. hit rate 0.21% among 360,000. AID 624204;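 active = inhibition at least 30% at 10 µM, raw YFP signal under a set limit, fluorescence ratio 0.5 to 1.5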;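 also: 0% = enzyme with DMSO and 100% = no enzyme wells; some results filed as inactive read as strong as hits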
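Material – human SENP1 catalytic domain · Input – SENP1 enzyme, 20 pM final · Compound dosing – single concentration of 10 µM compound, 0.5% DMSO final · Timing – enzyme reaction for 50 min at room temperature, dark · Measured by – FRET fluorescence in CFP and YFP emission channels · Control set – no-enzyme wells low, DMSO-plus-enzyme wells high control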
UBC13 inh: blocks human UBC13 polyubiquitin chain formation; TR-FRET; hit rate 0.47% among 330,000; P61088; inhibition, % at 20 µM; in the data active = inhibition above about 45%, passing the limit was not always enough
Target sequence (P61088 whole entry, looked up): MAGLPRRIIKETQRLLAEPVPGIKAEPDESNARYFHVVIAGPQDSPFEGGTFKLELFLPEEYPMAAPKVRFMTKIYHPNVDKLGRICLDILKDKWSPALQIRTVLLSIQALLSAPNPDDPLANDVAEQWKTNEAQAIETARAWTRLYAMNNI
SENP7 inh: inhibitors of human SENP7 protease | Q9BQF6 | recombinant SENP7, Z-RLRGG-aminoluciferin luminescence, 40 min | inhibition, % at 5 µM | hit rate 1.5% among 330,000 | AID 434973;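 active = inhibition above about 50% at the single test dose, limit read from the data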;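 also: plate controls were DMSO with enzyme for no effect and no enzyme buffer wells for full effect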
Target sequence (Q9BQF6 706-1050 limits assumed): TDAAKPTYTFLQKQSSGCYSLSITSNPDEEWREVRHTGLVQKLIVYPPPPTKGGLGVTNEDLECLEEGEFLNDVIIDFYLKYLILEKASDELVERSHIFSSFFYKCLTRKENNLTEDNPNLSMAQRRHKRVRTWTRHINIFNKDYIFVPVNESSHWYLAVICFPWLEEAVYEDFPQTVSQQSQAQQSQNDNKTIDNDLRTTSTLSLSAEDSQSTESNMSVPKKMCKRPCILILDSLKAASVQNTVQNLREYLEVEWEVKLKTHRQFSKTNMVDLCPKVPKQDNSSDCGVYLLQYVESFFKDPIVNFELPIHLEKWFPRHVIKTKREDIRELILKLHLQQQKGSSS
Apaf1 inhib: blocks human Apaf-1 apoptosome activity; O14727; reconstituted apoptosome caspase-3 activity, DEVD-Rh110 fluorescence; inhibition, % at 20 µM; hit rate 0.71% among 330,000; active = inhibition of at least 40% at 20 µM;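 also: plate controls were DMSO wells for no effect and DEVD-CHO caspase inhibitor wells for full effect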
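System: Apoptosome proteins | Medium: Hepes pH 7.5 with detergent and BSA | Also added: Cytochrome c trigger plus (Z-DEVD)2-Rh110 caspase-3 substrate | Incubation: 30 min compound preincubation, 50 min activation, room temperature | Detection: Rhodamine 110 fluorescence at Ex 480/Em 540 nm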
SENP6 inh: SENP6 protease inhibition; Q9GZR1; Recombinant SENP6 catalytic domain, aminoluciferin luminescence; inhibition, % at 10 µM; hit rate 1.8% among 330,000; AID 2599;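 active = inhibition above about 50% at the single tested dose, limit read from the data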;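 also: plate controls were DMSO wells with enzyme for no effect and DMSO wells lacking enzyme for full effect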
A3G deaminase: blocks human APOBEC3G single-stranded DNA deamination; Q9HC16; recombinant A3G, ssDNA deamination FAM/TAMRA fluorescence; inhibition, % at 20 µM; hit rate 0.28% among 330,000;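 active = inhibition of at least 40% at 20 µM, with no more than 30% in the related APOBEC3A deaminase screen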;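 also: plate controls were DMSO wells with A3G for no effect and wells lacking A3G enzyme for full effect; some compounds called inactive have numbers as strong as hits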
Target sequence (Q9HC16 whole entry, looked up): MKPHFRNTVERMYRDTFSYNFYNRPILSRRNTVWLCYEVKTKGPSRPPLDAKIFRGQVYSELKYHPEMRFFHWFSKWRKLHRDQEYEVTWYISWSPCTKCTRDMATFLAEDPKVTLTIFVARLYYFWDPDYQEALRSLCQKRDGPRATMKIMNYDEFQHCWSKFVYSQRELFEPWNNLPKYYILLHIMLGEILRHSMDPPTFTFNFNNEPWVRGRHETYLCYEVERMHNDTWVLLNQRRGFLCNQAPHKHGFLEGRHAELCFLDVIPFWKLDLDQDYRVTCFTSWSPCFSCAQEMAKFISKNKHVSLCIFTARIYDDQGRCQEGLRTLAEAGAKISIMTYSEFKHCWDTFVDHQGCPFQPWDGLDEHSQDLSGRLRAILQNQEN
* = called active by the depositor; nt = no result given. Outcome played no part in choosing rows. About 3.6% of those tested had a hit in this group.

SMILES	SENP8 block-1	SENP8 block-2	SENP1 inh	UBC13 inh	SENP7 inh	Apaf1 inhib	SENP6 inh	A3G deaminase
O=C(O)CC(NC(=O)c1ccc2c(c1)OCO2)c1cccc([N+](=O)[O-])c1 (stereo not drawn)	-10	-1	1	-7	-8	0	-2	-10
Cc1cc(=O)oc2c3c(cc(OCC(=O)Nc4ccc(CCO)cc4)c12)OC(C)(C)CC3	5	-188	0	22	-12	11	9	1
C/C(=N\NC(=O)c1cccs1)c1c(O)cc(C)oc1=O	-7	-112	-15	-3	-6	2	-8	-6
O=C(c1ccc(CN2CCOCC2)cc1)N1CCN(c2cccc(Cl)c2)CC1	1	12	-1	-5	5	4	1	1
Cc1cc(Cl)ccc1NC(=S)N1CCOCC1	2	7	0	10	4	0	-16	-9
COc1cccc(C(=O)Nc2nc(C)cs2)c1	17	15	3	-6	42	4	52*	0
COc1ccc(F)cc1C(=O)C1CCCN(Cc2c(C)n(C)n(-c3ccccc3)c2=O)C1 (stereo not drawn)	0	-107	2	8	-6	0	0	-4
CCOC(=O)Cn1c(=N)n(CCOc2ccc(F)cc2)c2ccccc21	-8	13	2	5	-4	-8	-19	-2
O=C(Nc1cccc([N+](=O)[O-])c1)N1CCN(c2ccccc2)CC1	1	11	4	16	6	-23	0	-8
C=CCn1c(COc2ccccc2)nnc1SCC(=O)O	0	18	-1	-1	2	-12	5	-3
CC(=O)Nc1ccc(NC(=O)CSc2nnc(-c3ccco3)o2)cc1	1	8	1	-7	-2	9	-5	-1
COc1ccc(Cc2nc3ccc(C(=O)N4CCC(N(C)C)C4)cc3o2)cc1 (stereo not drawn)	-1	4	0	11	-4	-8	0	-7
Cn1cc(CN(CCCN2CCOCC2)C(=S)Nc2cccc(Cl)c2)c2ccccc21	3	12	0	3	-3	4	4	-5
CCOC(=O)c1c(S(=O)(=O)N2CCc3ccccc32)c(C)n(C)c1C	4	6	-2	-10	5	-5	-10	-5
CCN(CC(=O)Nc1c(F)cccc1F)C(=O)CCc1ccc(OC)cc1	-9	0	2	3	0	-7	-36	-8

4 consecutive entries from above, quoted:
SMILES	SENP8 block-1	SENP8 block-2	SENP1 inh	UBC13 inh	SENP7 inh	Apaf1 inhib	SENP6 inh	A3G deaminase
O=C(O)CC(NC(=O)c1ccc2c(c1)OCO2)c1cccc([N+](=O)[O-])c1 (stereo not drawn)	-10	-1	1	-7	-8	0	-2	-10
Cc1cc(=O)oc2c3c(cc(OCC(=O)Nc4ccc(CCO)cc4)c12)OC(C)(C)CC3	5	-188	0	22	-12	11	9	1
C/C(=N\NC(=O)c1cccs1)c1c(O)cc(C)oc1=O	-7	-112	-15	-3	-6	2	-8	-6
O=C(c1ccc(CN2CCOCC2)cc1)N1CCN(c2cccc(Cl)c2)CC1	1	12	-1	-5	5	4	1	1

(list continues)
SMILES	SENP8 block-1	SENP8 block-2	SENP1 inh	UBC13 inh	SENP7 inh	Apaf1 inhib	SENP6 inh	A3G deaminase
CCc1c(C)nc2[nH]nc(-c3ccccc3C)n2c1=O	-3	18	-1	-3	1	-10	-10	1
COC(=O)c1ccsc1NC(=O)CS(=O)(=O)c1ccccc1	0	11	2	0	10	-1	-10	-2
COc1cc(=O)[nH]c(=O)n1C(=O)Cc1ccccc1	-6	3	-10	-2	2	-4	10	3
Cc1cc(NC(=O)c2ccc(Cl)cc2)n(CCC#N)n1	0	22	2	9	-4	-3	-23	-10
COc1cccc(CN(C)C(=O)C23CC4CC(CC(NC(C)=O)(C4)C2)C3)c1OC	-6	4	2	4	-4	1	-14	-6
Cc1ccc(CSC2=NCCN2C(=O)c2ccc([N+](=O)[O-])cc2)cc1	-10	25	2	-8	0	15	-12	-3
CC(C)(C)c1ccc(C(=O)NNC(=O)C(=O)N2CCCCC2)cc1	7	11	2	3	-2	-17	5	-6
CC1(C)CC(=O)C2=C(C1)OC(N)=C(C#N)C21CCN(C(=O)OCc2ccccc2)CC1	-2	4	-9	-2	15	-20	-13	-4
Cc1ccc(NC(=O)C2CCN(S(=O)(=O)c3c(C)noc3/C=C/c3ccco3)CC2)nc1	-2	-38	2	-4	1	22	-22	-4
CC[C@@H](C)[C@H](CN[C@H](CNC)[C@@H](C)O)NCCc1ccc(OC)cc1	1	9	0	0	-5	-6	-5	-4
O=C(CNC(=O)c1cccc(F)c1)OCCOc1cccc(Cl)c1	-7	13	1	-4	7	11	-15	-10
COc1ccc(NC(=O)COC(=O)c2ccc(N3CCCC3=O)cc2)cc1	-3	12	2	2	-5	-6	-2	-5
COc1ccc(CNC(=O)CN(Cc2ccc(OC)cc2)C(=O)c2csnn2)cc1	5	0	2	4	6	0	1	-3
CCCc1cc(=O)oc2c(C)c(OCC(=O)NCCN3CCOCC3)ccc12	-4	-176	-2	-2	2	-3	-6	-5
N#CC(C#N)=C1c2cc(S(=O)(=O)NCCO)ccc2-c2ccc(S(=O)(=O)NCCO)cc21	4	24	33*	-28	5	-11	-4	-2
CCCCC(=O)Nc1cc(OC)c(NC(=O)C2CCCCC2)cc1OC	4	6	-7	-1	1	7	5	-1
CN(C)CCN(C(=O)c1cccc(N2C(=O)CCC2=O)c1)c1nc2ccc(Br)cc2s1	-6	-3	2	5	-20	9	-14	-5
O=c1nc(-c2ccccc2)c2cc(Cl)ccc2[nH]1	2	-204	-19	12	4	-2	11	-4
Cc1nccc2[nH]c(=O)c(C(=O)NC3CCCCC3C)cc12 (stereo not drawn)	0	-1	1	-8	0	8	-12	-2
O=c1[nH][nH]c(C(F)(F)F)c1C=Nc1ccccc1	-1	24	3	0	7	3	-22	-3
Cc1c(C)n(C)c2ccc(C(=O)NCCCN3CCN(C)CC3)cc12	2	-34	-7	21	-5	13	-7	-3
CCc1cccc(NC(=O)COc2ccccc2)c1	-11	23	1	-5	-7	13	-13	-8
Cc1cccnc1Oc1ncccc1N	0	7	-1	4	7	-5	-7	0
Cc1ccc(C)c(OCCNc2ccc([N+](=O)[O-])cn2)c1	-6	14	-1	1	2	6	17	-6
CC(C)(C)NC(=O)CN(C(=O)CCC(=O)Nc1nccs1)c1ccc(F)cc1	9	10	0	-2	-3	0	-2	-8
Cn1c(=O)[nH]c(=O)c2c1nc(CN1CCN(c3cccc(Cl)c3)CC1)n2Cc1ccccc1Cl	6	13	1	9	-7	28	-4	-2
CCOC(=O)N1CCN(C(=O)CSc2ccc3nnc(CCNC(=O)c4ccc(OC)cc4)n3n2)CC1	1	12	0	7	2	-19	-27	-4
COc1cc(/C=C/C(=O)Nc2nnc(C(C)(C)C)s2)cc(OC)c1OC	-2	-420	0	11	-9	15	0	6
O=C(NCc1ccc(N2CCCC2=O)cc1)Nc1ccccc1	-1	4	2	5	-1	-4	2	-7
CC(C)(C)NS(=O)(=O)c1cc(C(=O)O)ccc1Cl	5	13	4	8	5	-9	1	-5
CCC(C(=O)N1CCN(c2ccccc2OC)CC1)c1ccccc1 (stereo not drawn)	-7	12	-1	-9	-6	11	-20	-9
CCCCn1c(N)c(NCC(C)C)c(=O)[nH]c1=O	-12	-60	-45	-16	-2	-4	-7	0
CCOc1ccccc1NC(=O)C1CCC(=O)N1S(=O)(=O)c1ccc(C)cc1 (stereo not drawn)	8	6	2	0	-4	-2	-2	-5
Nc1ccc2oc(-c3cccs3)nc2c1	2	-324	11	6	17	5	16	0
CC(C)n1c(SCC(=O)Nc2ccccc2)nc2c1c(=O)n(C)c(=O)n2C	1	22	4	2	0	-1	-10	-6
Cc1cc(C)c(NC(=O)Nc2ccc3c(c2)OCO3)c(C)c1	0	12	0	-14	-6	-2	9	-1
CCN(CC)S(=O)(=O)c1cc(C(=O)Nc2ccccn2)ccc1C	-18	2	-1	-9	-9	0	-9	-4
O=C(COc1ccc(Cl)cc1Cl)N1CCCC1	2	-2	1	0	1	-16	-20	-5
Cc1nc2ccc(C(=O)N3CCN(c4ccccn4)CC3)cc2s1	-7	12	-2	-3	-2	-3	4	-2
Cc1c([N+](=O)[O-])cc(C(=O)NCc2ccc(F)cc2)cc1[N+](=O)[O-]	-3	13	3	2	1	5	-10	3
CCOC(=O)C1=C(C)N(C[C@@H]2CC[C@@H](Cc3ccc4cc(OC)ccc4c3)O2)C(=O)NC1c1ccc(OC)cc1 (stereo partly drawn)	nt	7	2	nt	2	20	nt	3
Oc1ccc2ccccc2c1CN1CCN(c2ccccc2)CC1	0	-104	2	2	2	10	-4	-6
CCOC(=O)C1CCN(C(=O)CNS(=O)(=O)c2ccc(Br)s2)CC1	6	15	1	0	5	0	0	4
CCN(CC)c1ccc(/C=N/Nc2nc(C)cc(C)n2)c(O)c1	-11	-40	-28	-24	7	15	-16	0
Cc1cccc(N2C(=O)N3[C@H](c4ccc(Br)cc4)[C@@H]4C(=O)N(C(C)(C)C)C(=O)[C@@H]4[C@]3(Cc3ccc(Cl)cc3)C2=O)c1	11	11	0	9	0	15	-9	1
COc1ccc(NC(=O)C/C(C)=N/NC(=O)c2ccco2)c([N+](=O)[O-])c1	1	17	2	-3	1	-2	10	-10
CC(C)c1cc(C(=O)O)on1	2	10	1	6	7	-1	6	-2
COC(=O)CN(c1cccc(OC)c1)S(C)(=O)=O	5	14	2	1	3	-17	-40	-1
Cn1c(=O)c2c(ncn2CC(=O)N/N=C/c2ccco2)n(C)c1=O	5	14	0	8	5	3	5	-3
NC(=O)CC(NC(=O)c1cccc(Br)c1)c1ccc(N2CCN(c3ccccn3)CC2)c([N+](=O)[O-])c1 (stereo not drawn)	3	15	0	-6	-1	2	1	-12
Cc1cc(Cl)c(S(=O)(=O)N(C)C)cc1OCC(N)=O	-13	15	-1	-4	-4	0	-20	0
CN(C)S(=O)(=O)c1ccc(N2CCCC2)c(C(=O)Nc2ccc(C(N)=O)cc2)c1	5	-20	0	0	2	-3	12	-6
CCCNc1ccc(C(=O)OCC)cc1[N+](=O)[O-]	-5	32	3	-21	4	-11	-33	-8
CC(C)(C)S(=O)(=O)c1cnc(N2CCCC2)nc1N	1	31	2	3	5	-28	-1	-9
CN(C)c1ccc(Nc2nc(-c3cccnc3)cs2)cc1	87*	24	1	0	89*	11	88*	-3
CNS(=O)(=O)c1ccc(NS(=O)(=O)c2ccccc2F)cc1	-3	9	4	12	-2	-28	-23	-5
Cc1ccc(S(=O)(=O)CC(=O)N(CCCN(C)C)c2nc3ccc(C)cc3s2)cc1	-2	7	-2	7	-13	21	-17	-6
O=C(O)c1ccccc1NC(=S)NC(=O)c1cccc2ccccc12	1	-25	1	-9	-6	3	5	4
O=C(Cn1cc(S(=O)(=O)Cc2cccc(F)c2)c2ccccc21)N1CCOCC1	-5	1	-1	2	4	7	-7	-6
CCN1CCN(c2nc3ccccc3nc2C(C#N)C(=O)OCc2ccccc2)CC1 (stereo not drawn)	3	-146	-42	4	14	25	9	-7

(listing goes on)
SMILES	SENP8 block-1	SENP8 block-2	SENP1 inh	UBC13 inh	SENP7 inh	Apaf1 inhib	SENP6 inh	A3G deaminase
O=C(CCN1C(=O)C2CC=CCC2C1=O)Nc1cccc(S(=O)(=O)N2CCCCC2)c1 (stereo not drawn)	5	9	0	6	2	1	9	-1
CN1CCc2c(sc(NC(=O)c3ccc(S(=O)(=O)N4CCCC4)cc3)c2C(N)=O)C1	-3	-79	-28	-17	2	-11	0	-10
COC(=O)C1(C(C[N+](=O)[O-])c2ccco2)C(=O)NCC1c1ccccc1 (stereo not drawn)	-4	15	1	-4	-11	-7	-8	-3
COc1ccc(NS(=O)(=O)c2cccc(C(=O)NCC(c3ccccc3)N(C)C)c2)cc1 (stereo not drawn)	-7	14	-2	11	13	22	-31	-7
Cc1nc(SCC(=O)NC2CCCC2)[nH]c(=O)c1C	-4	1	-1	3	-3	1	-2	-4
COC(=O)C(Cc1ccccc1)NC(=O)CNC(=O)c1ccccc1OC (stereo not drawn)	-3	5	2	7	0	1	-9	0

Compound activity from PubChem.
